Source: PubChem
M. tuberculosis HTS – M. tuberculosis growth inhibition, HTS (AID 449762). M. tuberculosis H37Rv growth inhibition, 7H9 media; higher % means a stronger effect. 330,000 tested, 0.59% active. one-dose inhibition, % at 25 µM; IC50 in µM for titrated hits; in the data active means a potency from the dose series; inconclusive means inhibition above about 70% without an active follow-up result;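 further: bacterial growth assessed after seven days of incubation; strong numbers were not always called active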
inhibitors of VEEV – inhibitors of VEEV TC-83 cytopathic effect, confirmation, Vero cells (AID 588727). Vero cells, VEEV TC-83 cytopathic effect inhibition; higher % means a stronger effect. 350,000 tested, 0.13% active. inhibition, % at 20 µM, or IC50 in µM where a hit was titrated; in the data active means a potency from the dose series; inconclusive means inhibition mostly from about 14% at the one dose, without a potency; inactive means the rest, 99 in 100 with inhibition below about 12%; further: strong numbers were not always called active
influenza NS1A – H1N1 influenza NS1A inhibitors, functional cell based assay (AID 504329) | NS1A functional cell-based assay, percent inhibition; higher % means a stronger effect | inhibition, % at 12.5 µM, or IC50 in µM where a hit was titrated | 340,000 tested, 0.3% active; in the data active means a potency from the dose series; inconclusive means inhibition above about 27% without an active follow-up result; further: strong numbers were not always called active
PhoP GFP inhibition – PhoP regulon inhibitors, Salmonella typhi PhoP promoter GFP reporter, confirmatory (AID 1850) | Salmonella Typhi PhoP-promoter GFP reporter, fluorescence, 4 h; higher % means a stronger effect | inhibition, % at 50 µM, or IC50 in µM where a hit was titrated | 310,000 tested, 0.33% active; in the data active means a potency from the dose series; inconclusive means inhibition mostly from about 25% at the one dose, without a potency; inactive means the rest, 99 in 100 with inhibition below about 19%;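 further: 0% = induced wells with vehicle and 100% = uninduced wells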
tuberculosis growth – growth inhibition of non-replicating M. tuberculosis (AID 488890) | Mycobacterium tuberculosis non-replicating, growth inhibition; higher % means a stronger effect | inhibition, % at 25 µM, or IC50 in µM where a hit was titrated | 320,000 tested, 0.39% active; in the data active means a potency from the dose series; inconclusive means inhibition mostly from about 82% at the one dose, without a potency; inactive means the rest, 99 in 100 with inhibition below about 76%;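 further: plate controls were DMSO cells for no effect and high antibiotic wells for full effect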
inhibitors of VEEV 10K pilot screen – also measured in inhibitors of VEEV; calls as there; inhibition, %; measured here: 10K pilot screen inhibition
* marks the source's active call; other numbers are inactive results; i = inactive; ? = inconclusive; · = not tested or not shown; & = joins results of further samples.

A first look, 4 compounds:
SMILES	M. tuberculosis HTS	inhibitors of VEEV	influenza NS1A	PhoP GFP inhibition	tuberculosis growth	others
Cc1cccc(NC(=O)COC(=O)c2cc(C)oc2C)c1	0%	0.8%	-2%	-5%	44%
CCCCNC(=O)C1CC(=O)N(C2CCCCC2)C1 (configuration not stated)	-8%	i	1%	-10%	-8%
C=C(C)COc1ccc(-c2nc(N)ncc2-c2ccc(OC)c(OC)c2)c(O)c1	3%	6.5%	7%	12%	7%
Clc1ccc(COC(Cn2ccnc2)c2ccc(Cl)cc2Cl)c(Cl)c1 (configuration not stated)	?	3.5%	-2%&-11%	2%&-1%	?

The list itself, from the first entry:
SMILES	M. tuberculosis HTS	inhibitors of VEEV	influenza NS1A	PhoP GFP inhibition	tuberculosis growth	others
Cc1cccc(NC(=O)COC(=O)c2cc(C)oc2C)c1	0%	0.8%	-2%	-5%	44%
CCCCNC(=O)C1CC(=O)N(C2CCCCC2)C1 (configuration not stated)	-8%	i	1%	-10%	-8%
C=C(C)COc1ccc(-c2nc(N)ncc2-c2ccc(OC)c(OC)c2)c(O)c1	3%	6.5%	7%	12%	7%
Clc1ccc(COC(Cn2ccnc2)c2ccc(Cl)cc2Cl)c(Cl)c1 (configuration not stated)	?	3.5%	-2%&-11%	2%&-1%	?
CCOC(=O)C1CCN(C(=O)C2CCC(=O)N(CC3CCCCC3)C2)CC1 (configuration not stated)	-1%	3.5%	-7%	-6%	-4%
Cc1cc(Br)cc(Cl)c1OC(=O)c1ccncc1	9%	0.3%	-2%	-25%	28%
COc1cccc(-n2c(SCC#N)nnc2-c2cnccn2)c1	-13%	i	7%	-1%	-9%
O=C(Nc1ncc(Cc2ccc(C(F)(F)F)cc2)s1)c1ccc(-c2cccc([N+](=O)[O-])c2)o1	?	6.2%	-4%	-5%	50%
Nc1nc(-c2nonc2N)no1	3%	1.2%	0%	-14%	-12%
COc1ccc(C2(C)NC(=O)N(CC(=O)Nc3cccnc3Cl)C2=O)cc1 (configuration not stated)	8%	0.8%	-3%	3%	-19%
CCOC(=O)c1c(C)[nH]c(C(=O)N/N=C/c2cc([N+](=O)[O-])ccc2O)c1C	8%	13%	44µM*	8%	52%
CC(Sc1nc2nn(-c3ccccc3)c(=O)c-2c2n1CCCCC2)C(N)=O (configuration not stated)	1%	3.1%	8%	18%	-22%
C/C(=N\O)c1ccc2c3ccccc3n(C)c2c1	12%	0.9%	-4%	-5%	9%	inhibitors of VEEV 10K pilot screen=3.4
CCn1c(SCC(=O)Nc2ccccc2N2CCOCC2)nnc1-c1ccccc1O	-1%	7.8%	3%	4%	11%
CCOC(=O)C1C(=O)N(O)CC1c1cccc(Oc2ccccc2)c1 (configuration not stated)	-3%	0.9%	-8%	2%	28%
CC(C)C(C)N(Cc1cccc(C(=O)O)c1)C(=O)c1ccc2ccccc2n1 (configuration not stated)	-8%	0.5%	·	-28%	0%
COc1ccccc1C(=O)NC(=S)Nc1ccccc1N1CCCC1	?	6.9%	-16%	1%	36%
CCOc1cccc(CNc2ccc(O)cc2)c1OCc1ccc(Cl)cc1	44%	6.6%	10%	-10%	70%
COc1ccc(C)cc1NC(=O)c1ccc2c(SCC(=O)O)c3c(nc2c1)CCCC3	11%	1.3%	13%	6%	-2%
COc1ccc(C(CNC(=O)COc2cccc(C(F)(F)F)c2)N2CCCC2)cc1 (configuration not stated)	5%	1.7%	4%	·	28%
CCOc1cc(CN2CCN(C(=O)c3ccco3)CC2)ccc1OC	-4%	1.4%	-11%	-23%	-8%
CC(C)(C)NC(=O)C(c1ccc(F)cc1)N(C(=O)CCC(=O)Nc1ccccn1)C1CCCC1 (configuration not stated)	3%	i	-1%	2%	7%
CC(Oc1cccc2cccnc12)C(=O)N/N=C/c1ccc2c(c1)OCO2 (configuration not stated)	-6%	0.6%	1%	4%	6%
Cc1ccc(C)c(CNS(=O)(=O)c2ccc3c(c2)C(C)(C)C(=O)N3C)c1	3%	5.5%	-4%	7%	11%
CCCC(c1nnnn1Cc1ccc(F)cc1)N1CCN(CC)CC1 (configuration not stated)	1%	0.0%	-1%	-6%	-1%	inhibitors of VEEV 10K pilot screen=0.0
O=C(CN1CCN(S(=O)(=O)c2ccc(F)c(Cl)c2)CC1)N1CCc2ccccc2C1	·	5.5%	-2%	·	·
O=C(N=C1SC2CS(=O)(=O)CC2N1c1c(Cl)cccc1Cl)C1CC1 (configuration not stated)	4%	1.8%	4%	0%	-4%
CN(CC(=O)Nc1ccc(Cl)cc1)C(=O)C1=COCCO1	-14%	1.3%	-6%	12%	-21%
CC(=O)O[C@@H]1[C@H]2[C@@H](C[C@@H](C)[C@@H]3CCC(=O)[C@@]13C)OC(=O)[C@@H]2C	-1%	0.9%	8%	-3%	-12%
COc1ccc(S(=O)(=O)N(C)C[C@H]2Oc3ccc(NC(=O)C4CCCCC4)cc3C(=O)N([C@H](C)CO)C[C@@H]2C)cc1	7%	2.3%	-10%	·	41%

Five compounds drawn at random from those above:
SMILES	M. tuberculosis HTS	inhibitors of VEEV	influenza NS1A	PhoP GFP inhibition	tuberculosis growth	others
CC(C)(C)NC(=O)C(c1ccc(F)cc1)N(C(=O)CCC(=O)Nc1ccccn1)C1CCCC1 (configuration not stated)	3%	i	-1%	2%	7%
CCOc1cccc(CNc2ccc(O)cc2)c1OCc1ccc(Cl)cc1	44%	6.6%	10%	-10%	70%
O=C(N=C1SC2CS(=O)(=O)CC2N1c1c(Cl)cccc1Cl)C1CC1 (configuration not stated)	4%	1.8%	4%	0%	-4%
CCOc1cc(CN2CCN(C(=O)c3ccco3)CC2)ccc1OC	-4%	1.4%	-11%	-23%	-8%
Cc1ccc(C)c(CNS(=O)(=O)c2ccc3c(c2)C(C)(C)C(=O)N3C)c1	3%	5.5%	-4%	7%	11%

(more compounds)
SMILES	M. tuberculosis HTS	inhibitors of VEEV	influenza NS1A	PhoP GFP inhibition	tuberculosis growth	others
O=c1[nH]c(NCc2ccccc2)nc2c1CCC2	15%	5.1%	3%	11%	-3%
CCn1c(=O)c2ccccc2n(Cc2cccc(C)c2)c1=O	5%	0.6%	-35%	5%	-3%
Cc1ccc(S(=O)(=O)C(CCC(=O)N2CCOCC2)S(=O)(=O)c2ccc(C)cc2)cc1	-5%	i	-1%	-2%	-7%
O=C(C1Cc2ccccc2CN1S(=O)(=O)c1ccccc1[N+](=O)[O-])N1CCOCC1 (configuration not stated)	-8%	4.3%	2%	·	4%
COc1cccc(OCC(O)CNC(=O)c2oc3ccc(C)cc3c2C)c1 (configuration not stated)	5%	4.9%	2%	-4%	68%
C=CCNc1nc(C(=O)OCC(=O)Nc2ccccc2C(F)(F)F)cs1	-1%	1.6%	-12%	·	62%
CCOC(=O)c1c(NC(=O)CSc2nnc(C)c(=O)[nH]2)sc(C)c1-c1ccc(C)cc1	-4%	0.3%	-7%	2%	16%
O=C(NNC(=O)c1cc2cc3ccccc3nc2s1)c1cccc(C(F)(F)F)c1	-8%	i	-8%	0%	-6%
COc1ccccc1NC(=O)N1CCOCC1	2%	0.7%	-4%	-1%	-4%
COc1ccccc1N(CC(=O)NCCSc1ccccc1)S(C)(=O)=O	-1%	i	4%	-6%	-2%
CC1CCN(C(=O)NC(=O)c2ccc(Cl)cc2)CC1	-13%	1.5%	-1%	-10%	30%
COc1cccc(C(=O)SC2=NCCS2)c1	-5%	0.5%	-10%	-1%	-6%
O=C1NC(=O)C(=O)N1	-3%	1.2%	2%	-7%	-15%
O=C(COC(=O)c1cc([N+](=O)[O-])ccc1NCCO)Nc1ccc2c(c1)OCO2	5%	0.0%	-2%	-6%	6%
CCCCNC(=O)c1ccc(CNc2c(N3CCC(C(=O)OCC)CC3)c(=O)c2=O)cc1	-5%	1.3%&2.5%	-8%&7%	-2%	12%
Nc1ccc2cccc(O)c2c1	·	?	5%	·	·
O=C(CN(C(=O)CSc1nc2ccccc2o1)c1ccccc1)NC1CCCCC1	0%	6.1%	-6%	0%	13%
COc1ccc(C(C)C)cc1S(=O)(=O)Nc1ccncc1	-5%	1.4%	-7%	0%	-1%
COc1ccc(N/C=C(\C(C)=O)c2ccc(OC)c(OC)c2)cc1OC	5%	1.9%	-3%	-4%	-2%
COc1ccc(C2/C(=C(/O)c3ccc4c(c3)CC(C)O4)C(=O)C(=O)N2CCCN2CCOCC2)cc1OC (configuration not stated)	-22%	7.7%	-7%	-5%	-8%
CCOc1cccc(CN2CCCC(N3CCc4ccccc4C3)C2)c1O (configuration not stated)	-3%	i	-5%	8%	43%
COC(=O)c1c(C)[nH]c(C(=O)C(C)OC(=O)c2ccco2)c1C (configuration not stated)	1%	1.8%	-3%	·	-2%
CCc1ccc(NC(=O)COC(=O)Cn2cnc3ccccc32)cc1	·	2.4%	-3%	·	·
Cc1ccc(NC(=O)c2nc[nH]c2C(=O)N[C@@H](C)c2ccccc2)cc1	?	7.3%	-17%	3%	78%
CCOCC(=O)Nc1c(C(=O)Nc2ccccc2OC)oc2ccccc12	-6%	3.5%	2%	1%	3%
Cc1oc(-c2cccc(Cl)c2)nc1CS(=O)(=O)CC(=O)NCc1ccco1	4%	2.2%	4%	6%	6%
Cc1ccc(C(C)C)c(OCC(=O)Nc2sc3c(c2C#N)CC(C)(C)NC3(C)C)c1	8%	9.7%	4%	10%	48%
COc1cc(O)c(C=Nc2ccccc2NS(=O)(=O)c2ccc(C)cc2)c(OC)c1	·	1.1%	0%	·	·
Cc1ccc(S(=O)(=O)N2[C@@H](c3ccc(C(C)(C)C)cc3)C(C(=O)O)=CC[C@H]2c2cccs2)cc1	-1%	i	1%	·	65%
N#C/C(=C1/CCCCCN1)c1nc2ccccc2[nH]1	-4%	1.1%	13%	-11%	6%
CC1CCN(S(=O)(=O)c2ccc(C(=O)Nc3ncccc3O)cc2)CC1	-9%	1.2%	-24%	-11%	5%
O=C(NCc1ccccc1Cl)c1ccc2c(c1)OCO2	3%	7.3%	-6%	-12%	72%
COc1cccc(C(=O)C2CCCN(C(=O)c3ccccc3Cl)C2)c1 (configuration not stated)	-1%	0.3%	-10%	-1%	-4%
COCCn1nnnc1C(c1cccc(C#N)c1)N1CCCCCC1 (configuration not stated)	-7%	0.1%	3%	-7%	-4%
Cc1cccc(N2C(=O)CC(SC(N)=Nc3ccccc3)C2=O)c1 (configuration not stated)	-3%	3.0%	0%	9%	5%
CC(=O)N(C(C)=O)N1C(=O)C2C3c4ccccc4C(c4ccccc43)C2C1=O (configuration not stated)	-1%	i	-9%	3%	-8%
c1ccc(N2CCN(c3nc(NCc4ccco4)c4ccccc4n3)CC2)cc1	?	4.7%	5%	14%	?
O=c1c2ccccc2[nH]c(=S)n1CC1CCCO1 (configuration not stated)	-8%	0.6%	-7%	-4%	26%
Cc1ccc2cc(/C=C3\N=C(c4ccccc4)OC3=O)c(N3CCOCC3)nc2c1	40%	·	·	-10%	?
O=C(Nc1ccc(N2CCOCC2)cc1N1CCOCC1)c1ccccc1	-1%	0.3%	4%	·	-13%
NNC(=O)[C@@H]1C[C@@H]1c1ccccc1	-4%	i	-6%	-4%	-23%
Cc1ccc(S(=O)(=O)N2CCN(C(=O)COC(=O)CCOc3ccccc3C)CC2)cc1	-3%	i	0%	4%	37%
CCCCCC(=O)Nc1ccc(-c2cn3cccnc3n2)cc1	0%	1.6%	-7%	15%	-14%
Cc1cc(C)n(-c2ccc(C(=O)NC3CCCCC3)cc2)n1	0%	0.1%	-4%	-2%	0%
O=C(NCc1ccc(F)cc1)C1CCN(C(=O)NCc2ccccc2)CC1	-5%	i	-3%	5%	-4%
